p53ts 32C kill: kills p53ts cells at the permissive temperature | H1299-p53A138V at 32C, ATP luminescence viability, 24 h | Potency, µM (highest dose often 46.1 µM), without a hit: top-dose activity change, negative = cytotoxicity, hits mostly cytotoxic | 0.93% of 130,000 active | AID 924;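 note: 0% = DMSO and -100% = full killing by reference compound; nearly all actives have a fitted effect of over 55% in size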
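Cells: H1299 p53ts (A138V), 600/well, pre-incubated 16–30 h at 37C. Cpd up to 46 uM, 24 h, 32C. Readout: ATPlite luminescence, 20 min RT. Normalization: DMSO vs tamoxifen 100 uM. AC50 by Hill equation.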
IkB sig inh: inhibitors of IkB signaling in ABC-DLBCL cells | ABC-DLBCL IkBa-CBG/CBR dual luciferase ratio, 4 h; response scale: scaled: untreated 0%, proteasome inhibitor 100% | Potency, µM (doses to about 57.1 µM), for the others: top-dose IkBa stabilization activation | 0.04% of 110,000 active | AID 445; active = well fitted curve in the direction sought with a large enough effect in the signal ratio, not every such curve was filed as active; inconclusive = small, poorly fitted or top-dose-only effect, or a change in a side signal; the % refers to the signal ratio;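 note: the direction sought is a rising ratio; 0% = basal untreated cells and 100% = reference inhibitor full response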
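Curves were fitted separately to fusion (green), unfused (red) and ratio luminescence, then classed by r2, magnitude and activity. Cells: OCI-Ly3, 4 h compound plus doxycycline at 37C; 10 uM MG-132 defined full response.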
Peg3 imprint: genomic imprint erasure induction; mouse ES Peg3-LacZ reporter, beta-gal luminescence, 40 h; 0.02% of 110,000 active; Potency, µM (highest dose often 60.7 µM), for the others: at the top dose activity change, positive = activation, usual class: activators;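 note: 0% = negative control wells on the plate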
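Each well holds 300 Peg3LacZ-Neo (maternal) female ES cells incubated 40 h at 37C, 5% CO2. LacZ is measured by BetaGlo luminescence, with AC50 and maximum efficacy derived from dose-response curves.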
p53ts 39C tox: kills p53ts cells at the nonpermissive temperature; Potency, µM (top dose mostly 46.1 µM), for inactives: top-dose activity change, negative = cell killing, hits mostly cytotoxic; H1299-p53A138V viability at 39C, ATP luminescence, 24 h; AID 902; 1.5% of 130,000 active; note: nearly all actives have a fitted effect of over 55% in size
* marks the source's active call; other numbers are inactive results; ? = inconclusive; / = no result given; [ ] = remark or other dose. Unless noted, calls come from the whole dose curve; as a rule, active = well fitted curve in the direction sought with a large enough effect; inconclusive = small, poorly fitted or top-dose-only effect, or another doubt; inactive = no such curve, though single readings can be large; an effect the other way counts as inactive or inconclusive. Unless noted, % is set by controls: 0 for no effect and ±100 for the full control effect; potency is the fitted concentration of half-maximal effect.

SMILES	p53ts 32C kill	IkB sig inh	Peg3 imprint	p53ts 39C tox
Cc1ccc(NC(=O)C(Cc2ccccc2)NS(=O)(=O)c2ccc3c(c2)oc(=O)n3C)c(Cl)c1 (stereo not drawn)	3%	-2.8%	-5%[10.9 µM]	-16%
CCCCCCC(=O)Nc1c(O)c2ccccc2[nH]c1=O	-1%	2.8%	/	1%
CCOC(=O)CNc1nnc(SCC(=O)OCC)[nH]c1=O	-7%	-0.6%	-6%	-8%
COc1cccc(Cn2c(=O)c(-c3ccc(F)cc3)nc3cnc(N(C)C)nc32)c1	5%	2.6%[11.4 µM]	?	4%
Cc1oc(C)c2c(=O)cc(-c3ccc4c(c3)OCO4)cc(OC(=O)c3ccccc3Cl)c12	-6%	2.4%	22%[10.9 µM]	29%
C=CCn1nnnc1SCC(=O)Nc1cccc(OC)c1	10%	-2.9%	0%	6%
CC(=O)c1ccc(Nc2cc(C)nc3nc(Cc4ccccc4)nn23)cc1	7%	?	-13%[10.9 µM]	-6%
CC(C)(C)c1ccc(OCC(=O)NC(Cc2c[nH]c3ccccc23)C(=O)O)cc1 (stereo not drawn)	-3%	?	12%[10.9 µM]	12%
CN(C)c1nc(N)nc(N(c2ccccc2)c2ccccc2)n1	-1%	-0.4%	-4%	-7%
Cc1ccc(NC(=O)NCCN2C(=O)C3C4C=CC(C4)C3C2=O)cc1 (stereo not drawn)	?	-1.2%	-5%	?
Cc1ccccc1N1CC(c2nc3ccccc3[nH]2)CC1=O (stereo not drawn)	9%	1.6%	2%	4%
O=C(O)C1CCN(Cc2cnn(-c3ccccc3)c2-n2cccc2)CC1	7%	0.4%	-3%	-10%
CCN(Cc1ccccc1)C(c1cc2cc(C)ccc2[nH]c1=O)c1nnnn1CCOC (stereo not drawn)	-3%	12%	/	-2%
Cc1nnc(SCC(=O)NCc2ccccc2F)c2nn(-c3ccc(Cl)cc3)c(C)c12	-20%	7.4%	-10%[10.9 µM]	43%[activator]
Cn1cc(S(=O)(=O)Nc2ccc(Br)cc2F)c(=O)n(C)c1=O	-28%	?	-25%	14%
COc1ccc(OC)c(N(CC(=O)N2CCN(c3cc(Cl)ccc3C)CC2)S(C)(=O)=O)c1	10%	?	-14%	4%
O=c1cc(NCc2ccc3c(c2)OCO3)[nH]c(=O)n1-c1ccc(Cl)cc1	3%	-0.3%	4%	-9%
O=C1CC(c2ccco2)Cc2nc(Nc3ccc(F)cc3)ncc21 (stereo not drawn)	12%	-1.8%	-1%	-1%
COc1ccc(NC(=O)C2=C(C)Nc3nc(SC)nn3C2c2cc(OC)ccc2OC)cc1 (stereo not drawn)	2%	3.7%	-7%[10.9 µM]	-5%
COc1cc2cc(CN(C(=O)NC3CCCCC3)C3CCCC3)c(=O)[nH]c2cc1OC	4%	1.5%	-8%	2%
CCOC(=O)CSc1nc2cc(C(=O)NCc3ccco3)ccc2c(=O)n1-c1ccc(F)cc1	4%	0.8%	11%	-2%
COc1ccccc1N(CC(=O)Nc1ccccc1C)S(C)(=O)=O	3%	1.2%	3%	4%
Cc1cc(-c2ccc(S(=O)(=O)Nc3cccc(C(F)(F)F)c3)s2)on1	-2%	?	15%[10.9 µM]	-20%
O=C(Nc1nnc(S(=O)(=O)N2CCCCCC2)s1)c1ccccc1	-24%	-2.8%	-14%[10.9 µM]	?
CN1C(=O)c2ccccc2C(C(=O)O)C1c1cccc(F)c1 (stereo not drawn)	6%	-0.8%	-5%	-2%

Next results.
SMILES	p53ts 32C kill	IkB sig inh	Peg3 imprint	p53ts 39C tox
COc1cccc(Cn2c(=O)c(-c3cccs3)nc3cncnc32)c1	8%	-0.2%[11.4 µM]	-9%	-16%
O=C(NCCCN1CCCCC1)C1(S(=O)(=O)c2ccc(Cl)cc2)CC1	-2%	-2.7%	2%	-7%
Cn1c(-c2ccc3c(c2)OCO3)cc(=O)c2ccccc21	0%[20.6 µM]	1.2%[25.6 µM]	3%[16.8 µM]	10%[20.6 µM]
COCCNC(=O)C1CC(=O)N(C2CCCCC2)C1 (stereo not drawn)	3%	1.3%	-1%	-13%
O=C(/C=C/c1ccccc1)Nc1nc2n(n1)C(c1ccc(F)cc1)C=C(c1ccccc1)N2 (stereo not drawn)	33%[activator]	1.4%	-8%[10.9 µM]	25%
CN(C)c1cccc(C(=O)N2CCC(c3ccncc3)CC2)c1	-3%	-1.0%	-20%[10.9 µM]	-15%
CC1CCN(C(c2ccc(N(C)C)cc2)c2nnnn2Cc2ccccc2)CC1 (stereo not drawn)	1%	1.4%	-5%	-1%
Cc1ccc(-c2csc(NC(=O)CSC3=NCCS3)n2)cc1	0%	/	/	14%
Cc1cc(-c2ccccc2)nc(=O)[nH]1	3%	0.8%	-3%	-4%
COc1ccc(NC(=O)CN(C)S(=O)(=O)c2cccs2)cc1	2%	-0.5%	-20%	-12%
COCCn1nnnc1CN1CCC(Cc2ccccc2)CC1	1%	-0.4%	-9%	-9%
CCOC(=O)N1CCC(Nc2c(N3CCN(c4cc(Cl)ccc4C)CC3)c(=O)c2=O)CC1	68%[activator]	?	-35%[inhibitor]	66%[activator]
COc1ccc(OC)c(CCNC(=O)c2cnn(-c3ccccc3Cl)c2C2CCN(C(=O)OC(C)(C)C)CC2)c1	7%	?	-5%[10.9 µM]	8%
CCOC(=O)c1c(S(=O)(=O)N2CCC(C(=O)NCc3cccc(C)c3)CC2)c(C)n(C)c1C	4%	-1.0%	-10%[10.9 µM]	-11%
CCN(CC)S(=O)(=O)c1cccc(C(=O)Oc2cccnc2)c1	-3%	-0.6%	/	4%
CCc1cccc(NC2c3ccccc3C(=O)N2c2cccnc2)c1 (stereo not drawn)	0%	-1.1%	-9%	2%
C[C@@H](C(=O)Nc1ccc2ccccc2c1)[C@@H]1C[C@@]1(C)[C@@H](NC(=O)c1cccnc1)c1ccccc1	5%	/	-9%	-3%
CCOc1ccccc1CNC(=O)C1CCC(=O)N1C(C)C (stereo not drawn)	-1%	-0.2%	-3%	-10%
CC(C)=CCc1c(C)nc2ccccc2c1C(=O)O	-5%	3.0%	6%	8%
CCN(Cc1ccccc1)C(=O)Cn1c(=O)n(-c2ccc(F)c(Cl)c2)c(=O)c2sc3ccccc3c21	21%	?	9%[10.9 µM]	-2%
Cc1cc(C(=O)NCc2cccs2)c(C)o1	0%	?	-22%	115%[activator]
CCOc1ccc(C(=O)c2cn(Cc3cccc(OC)c3)c3cc4c(cc3c2=O)OCO4)cc1	16%	-1.3%	-10%[10.9 µM]	-23%
O=C(c1ccc(-c2nnc(-c3ccccc3)o2)cc1)N1CCCCCC1	-8%	1.9%	-77%[inhibitor]	4%
COCCCn1c(SCC(=O)NC2CCCCC2)nnc1-c1ccncc1	6%	0.7%	0%	1%
Cc1nc(C)c(-c2ccc(SCC(=O)Nc3ccc(F)c(F)c3)nn2)s1	8%	?	-13%[10.9 µM]	?

15 entries out of the list, ordered by number of heavy atoms, smallest number first.
SMILES	p53ts 32C kill	IkB sig inh	Peg3 imprint	p53ts 39C tox
Cc1cc(-c2ccccc2)nc(=O)[nH]1	3%	0.8%	-3%	-4%
Cc1cc(C(=O)NCc2cccs2)c(C)o1	0%	?	-22%	115%[activator]
COCCNC(=O)C1CC(=O)N(C2CCCCC2)C1 (stereo not drawn)	3%	1.3%	-1%	-13%
Cn1c(-c2ccc3c(c2)OCO3)cc(=O)c2ccccc21	0%[20.6 µM]	1.2%[25.6 µM]	3%[16.8 µM]	10%[20.6 µM]
COc1ccc(NC(=O)CN(C)S(=O)(=O)c2cccs2)cc1	2%	-0.5%	-20%	-12%
COCCn1nnnc1CN1CCC(Cc2ccccc2)CC1	1%	-0.4%	-9%	-9%
O=C(NCCCN1CCCCC1)C1(S(=O)(=O)c2ccc(Cl)cc2)CC1	-2%	-2.7%	2%	-7%
Cc1nc(C)c(-c2ccc(SCC(=O)Nc3ccc(F)c(F)c3)nn2)s1	8%	?	-13%[10.9 µM]	?
COCCCn1c(SCC(=O)NC2CCCCC2)nnc1-c1ccncc1	6%	0.7%	0%	1%
CC1CCN(C(c2ccc(N(C)C)cc2)c2nnnn2Cc2ccccc2)CC1 (stereo not drawn)	1%	1.4%	-5%	-1%
CCOC(=O)N1CCC(Nc2c(N3CCN(c4cc(Cl)ccc4C)CC3)c(=O)c2=O)CC1	68%[activator]	?	-35%[inhibitor]	66%[activator]
O=C(/C=C/c1ccccc1)Nc1nc2n(n1)C(c1ccc(F)cc1)C=C(c1ccccc1)N2 (stereo not drawn)	33%[activator]	1.4%	-8%[10.9 µM]	25%
C[C@@H](C(=O)Nc1ccc2ccccc2c1)[C@@H]1C[C@@]1(C)[C@@H](NC(=O)c1cccnc1)c1ccccc1	5%	/	-9%	-3%
CCN(Cc1ccccc1)C(=O)Cn1c(=O)n(-c2ccc(F)c(Cl)c2)c(=O)c2sc3ccccc3c21	21%	?	9%[10.9 µM]	-2%
COc1ccc(OC)c(CCNC(=O)c2cnn(-c3ccccc3Cl)c2C2CCN(C(=O)OC(C)(C)C)CC2)c1	7%	?	-5%[10.9 µM]	8%

More results
SMILES	p53ts 32C kill	IkB sig inh	Peg3 imprint	p53ts 39C tox
Cc1cc(C)c(C(N)=O)c(Nc2cccc(Cl)c2C)n1	5%	0.4%	0%	5%
CCOC(=O)C(C(C)=O)c1nc(C)nc2c1nnn2Cc1ccccc1Cl (stereo not drawn)	5%	0.3%	-3%	14%
CCCn1c(CNc2ccccc2O)nc2ccccc21	4%	?	-20%	12%
Cc1noc(-c2ccc(-c3noc(-c4ccc(F)cc4)n3)cc2)n1	-2%	-1.4%	11%[10.9 µM]	-9%
Cc1ccn2cc(C(=O)Nc3ccc4c(c3)OCCO4)nc2c1	13µM*	?	-32%[inhibitor]	13µM*
O=C(Nc1c2c(nc3ccccc13)CCCC2)c1ccccc1Br	-13%	/	/	-2%
Cc1ccc(NC(=O)c2ccc(NC(=O)N3CCSc4nc(C)cc(C)c43)cc2)c(Cl)c1	-18%	-0.1%	-5%[10.9 µM]	?
CC(C)CCNC(=O)C(=O)Nc1c2c(nn1-c1ccccc1)CS(=O)(=O)C2	1%	-3.0%	?	-7%
O=C(c1cc2c(s1)-c1ccccc1OC2)N1CCN(c2ccccc2F)CC1	12%	?	3%[10.9 µM]	-2%
O=C1C2[C@@H](c3ccccc3)N[C@@H](c3ccccc3)C1[C@H](c1ccccc1)N[C@H]2c1ccccc1	2%[9.22 µM]	0.6%[11.4 µM]	-3%[10.9 µM]	8%[9.22 µM]
O=C(NCc1ccccc1Cl)c1cnn2cccnc12	-4%	-0.1%	-14%	13%
Cc1ccc(CN2CCCn3nc(C(=O)NCc4ccc(OC(C)C)cc4)cc3C2=O)cc1	3%	?	-12%[10.9 µM]	-19%
CC(C)N(C(=O)CSc1nc2ccccc2n1Cc1ccc(F)cc1)C(C)C	14%	/	/	3%
O=C(Nc1ccc(S(=O)(=O)NCc2ccccc2)cc1)c1ccc(Br)o1	3%	/	/	-17%
CCN(CC)S(=O)(=O)c1ccc(Cl)c(C(=O)NC)c1	3%	0.8%	-1%	7%
Cc1cc(C)cc(OCC(=O)Nc2cccc3cccnc23)c1	1%	?	-3%[10.9 µM]	14%
CCC(=O)Nc1c(C(=O)N2CCCCCC2)cnn1-c1ccc(C)c(C)c1	12%	-1.7%	-10%	10%
Cc1ccc(C(NC(=O)N2CCOCC2)C(Cl)Cl)cc1F (stereo not drawn)	-12%	/	/	0%
CCOC(=O)N1CCN(C(=O)CSc2nnc(-c3ccc(C(C)(C)C)cc3)o2)CC1	?	0.8%	-20%	?
COc1ccc(-c2noc(CCC(=O)N3CCN(c4cc(C)ccc4C)CC3)n2)cc1	1%	?	-14%	-11%
COc1ccc(N2CCN(c3ncnc4c3cnn4-c3ccc(C)cc3C)CC2)cc1	8%	2.0%	-23%	7%
CCOc1ccc(CNC(=O)CCc2c(C)nn(-c3ccc(N4CCCCC4)nn3)c2C)cc1	-10%	?	-14%[10.9 µM]	1%
O=C(CN1C(=O)C2C3C=CC(C3)C2C1=O)NCCc1ccccc1 (stereo not drawn)	2%	-1.4%	-9%	-5%
Cc1ccc(C(=O)n2nc(-c3ccco3)nc2NCc2cccs2)cc1	-3%	-1.3%	-3%[10.9 µM]	2%
Cc1ccc(S(=O)(=O)N2CCC(C(=O)Nc3ccccc3N3CCCCC3)CC2)cc1	1%	2.3%	-9%	2%
CCCC/C=C/C(NC(=O)CCc1ccccc1)c1ccccc1 (stereo not drawn)	11%	/	-24%	-26%
